aDG glyco act: increases alpha dystroglycan glycosylation. Pro5-aDG cells, alpha-DG glycosylation AlphaScreen (IIH6); 0% Pro5, 100% B10-LARGE cell signal. activation, % at 10 µM. 0.22% of 360,000 active. AID 624168;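 active = activation of at least 8% versus controls, or a plate z-score of at least 8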;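 note: Pro5 are CHO cells carrying HIG-tagged alpha-DG that lacks glycosylation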
CaV13 FRET inh: Primary screen for inhibitors of IQ motif and Ca2+-dependent inactivation inhibitor domain binding in CACNA1D, Förster resonance energy transfer in living cells, …; HEK cells, CFP/YFP FRET ICDI-IQ, plate reader, 10 min; percent FRET-ratio fall versus neutral wells; inhibition, % at 12.3 µM; 0.098% of 340,000 active; AID 743397;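 active = mean replicate inhibition of at least 30% and at least 1% of replicates passing that level; inconclusive = only one of the two criteria is met; inactive = neither criterion is met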;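 note: 0% = median of the neutral control wells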
N-glyco inh: N-linked glycosylation inhibition; reporter increase, % at 12.5 µM; D54 ERlucT glycosylation luciferase reporter, 24 h; percent of 100 nM tunicamycin response; 0.23% of 360,000 active;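 active = mean luciferase reporter signal, scaled so untreated is 0 and the glycosylation-blocking control 100, at or above a set limit in every replicate; inconclusive = mean reaches the limit but not every replicate does; inactive = mean below the limit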;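 note: luciferase carries N-glycosylation sites so blocking glycosylation raises the light; 0% = median of neutral control wells and 100% = median of 100 nM tunicamycin wells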
PDI inh: PDI (human) enzyme inhibition; P07237; AID 588391; 0.052% of 350,000 active; PDI insulin aggregation turbidity, A650, 90 min; inhibition, % at 10 µM;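 active = mean inhibition across replicates of 30% or more, whatever share of single replicates reach that level; inconclusive = mean inhibition below 30% while every single replicate reaches 30%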;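 note: absorbance from insulin aggregation driven by PDI reduction with DTT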
Target sequence (P07237 whole entry, looked up): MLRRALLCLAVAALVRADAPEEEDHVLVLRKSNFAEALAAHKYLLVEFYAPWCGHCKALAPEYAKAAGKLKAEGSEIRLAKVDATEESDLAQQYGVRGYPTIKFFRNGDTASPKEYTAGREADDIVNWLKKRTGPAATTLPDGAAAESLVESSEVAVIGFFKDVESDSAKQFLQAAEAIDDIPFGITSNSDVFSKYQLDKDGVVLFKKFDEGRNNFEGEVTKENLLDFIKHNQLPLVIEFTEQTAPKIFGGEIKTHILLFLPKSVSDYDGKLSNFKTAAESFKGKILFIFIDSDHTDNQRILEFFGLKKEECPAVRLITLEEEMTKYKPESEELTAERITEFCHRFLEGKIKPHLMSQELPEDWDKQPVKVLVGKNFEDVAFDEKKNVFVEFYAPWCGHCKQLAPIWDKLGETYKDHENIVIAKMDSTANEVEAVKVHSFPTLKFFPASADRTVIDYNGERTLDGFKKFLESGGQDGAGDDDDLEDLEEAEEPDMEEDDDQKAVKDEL
Cardio protect: protects H9c2 cardiomyocytes from peroxide injury. H2O2 injury protection, ATPLite, 2 h. protection from H2O2 cell death, % at 20 µM. 0.63% of 360,000 active. AID 588492;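 active = compounds giving at least 50% protection of heart cells from peroxide-induced death in the single-dose screen, raw or plate-pattern-corrected value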;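 note: 0% = DMSO wells with peroxide and 100% = DMSO wells without peroxide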
iPSC survival up: enhancers of human iPSC single-cell survival; hiPSC single-cell survival, ATPlite luminescence; 100% = ROCK inhibitor wells, 0% = DMSO; survival enhancement, % at 20 µM; 0.044% of 360,000 active; in the data active = survival enhancement above about 18%;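 note: cells exposed to compounds for 16 hours before the ATP read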
ABCB6 inh MLPCN: human ABCB6 transporter inhibition; Q9NP58; 0.19% of 360,000 active; K562-ABCB6 porphyrin accumulation, flow cytometry, 1 h; active compounds read low; fluorescence ratio to DMSO, % at 10 µM;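 active = fluorescence ratio to DMSO below 75%, the collection mean minus 3 SD; inconclusive = too few cells collected in the well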;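 note: signal is porphyrin accumulated inside mitochondria; 100% equals median channel fluorescence of DMSO control wells; lower ratio means ABCB6 inhibition with less porphyrin fluorescence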
Vif inh: HIV Vif inhibition; HEK293T cells, Vif self-association by quenched fluorescence, imaging, 24 h; inhibition, % at 7.49 µM; 0.35% of 340,000 active; in the data active = inhibition above about 50%, passing the limit was not always enough; inconclusive = no clear call, values can overlap the other calls; inactive = below about 31%; note: some results filed as inactive read as strong as hits
m5-HT2A agonist: activates the mouse 5-HT2A serotonin receptor; 0.66% of 360,000 active; CHO-K1 mHTR2A beta-arrestin complementation, luminescence; percent of 30 µM serotonin response; activation, % at 7.6 µM; AID 624169;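 active = activation above a run cutoff, the mean activation of all tested compounds plus 3 SD, cut at about 14% in these data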;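 note: 0% = plate median of compound wells and 100% = 30 µM serotonin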
Target sequence (P35363 whole entry, looked up): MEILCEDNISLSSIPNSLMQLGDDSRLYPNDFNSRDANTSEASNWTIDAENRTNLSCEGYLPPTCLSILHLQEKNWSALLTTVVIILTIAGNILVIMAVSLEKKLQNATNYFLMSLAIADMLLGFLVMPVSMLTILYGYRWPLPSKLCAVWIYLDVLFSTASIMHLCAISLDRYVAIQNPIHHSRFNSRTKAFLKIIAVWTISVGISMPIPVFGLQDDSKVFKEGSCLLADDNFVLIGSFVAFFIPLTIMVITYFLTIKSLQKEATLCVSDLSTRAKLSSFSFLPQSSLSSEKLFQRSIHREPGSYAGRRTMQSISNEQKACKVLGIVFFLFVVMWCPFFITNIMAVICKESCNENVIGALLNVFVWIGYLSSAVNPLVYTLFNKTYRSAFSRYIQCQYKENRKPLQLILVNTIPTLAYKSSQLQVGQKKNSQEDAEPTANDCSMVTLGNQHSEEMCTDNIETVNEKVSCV
Granule exo inh: blocks lytic granule exocytosis. inhibition, % at 10 µM. TALL-104 LAMP-1 surface exposure, flow cytometry; cells stimulated with thapsigargin and PMA. AID 651702. 0.66% of 360,000 active;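 active = inhibition above about 55%, limit read from the data; inconclusive = no clear call, values can overlap the other calls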
* marks the source's active call; other numbers are inactive results; ? = inconclusive; / = no result given.

Start of the data: the first three records (preview)
smiles	aDG glyco act	CaV13 FRET inh	N-glyco inh	PDI inh	Cardio protect	iPSC survival up	ABCB6 inh MLPCN	Vif inh	m5-HT2A agonist	Granule exo inh
CCOC(=O)C1CCCN(C(=O)Cn2nc(Cc3cccnc3)c3ccccc3c2=O)C1 (configuration not stated)	4.9	-9	0	/	11	-2.7	98	18	1	-2
CSCCC(NC(=O)c1ccc(Cl)cc1)C(=O)OCC(=O)Nc1cc(Cl)ccc1C (configuration not stated)	0.1	-3	2	11	-3	0.5	99	3	5	?
COc1ccccc1C1CC(c2ccco2)=NN1S(C)(=O)=O (configuration not stated)	-0.2	-3	3	6	-7	0.6	453	-1	2	-5

Main list, from the first entry:
smiles	aDG glyco act	CaV13 FRET inh	N-glyco inh	PDI inh	Cardio protect	iPSC survival up	ABCB6 inh MLPCN	Vif inh	m5-HT2A agonist	Granule exo inh
CCOC(=O)C1CCCN(C(=O)Cn2nc(Cc3cccnc3)c3ccccc3c2=O)C1 (configuration not stated)	4.9	-9	0	/	11	-2.7	98	18	1	-2
CSCCC(NC(=O)c1ccc(Cl)cc1)C(=O)OCC(=O)Nc1cc(Cl)ccc1C (configuration not stated)	0.1	-3	2	11	-3	0.5	99	3	5	?
COc1ccccc1C1CC(c2ccco2)=NN1S(C)(=O)=O (configuration not stated)	-0.2	-3	3	6	-7	0.6	453	-1	2	-5
OCCC1CN(Cc2cccn2-c2cccnc2)CCN1Cc1ccc(F)cc1 (configuration not stated)	-0.4	-4	-1	4	6	2.1	102	9	-3	-9
COc1cccc(CC(=O)Nc2ncc(C)s2)c1	-0.1	-3	-3	7	0	-0.5	100	10	-8	-4
CCC(Cc1ccccc1)NC(=O)C1=C(C)C(=O)OC12CCC(C)CC2 (configuration not stated)	0.0	-17	-2	2	1	4.8	103	8	11	-2
O=C(CN1C(=O)C2C3CCC(C3)C2C1=O)N1CCN(Cc2ccccc2)CC1 (configuration not stated)	-0.1	-2	2	-12	-2	-0.1	92	-4	-1	-5
O=C(CSc1nnc(-c2ccccc2)n1-c1ccccc1)NCc1ccco1	0.3	-5	-1	4	-5	-1.8	95	2	-3	-4
CCn1c(C)nnc1SCC(=O)Nc1ccc(C(C)=O)cc1	-0.1	-2	0	-3	5	-0.5	98	-1	-7	-2
O=C(NCCN1CCC(n2c(=O)[nH]c3ccccc32)CC1)c1ccccc1	0.0	-6	/	/	/	0.6	94	/	-3	-5
COc1ccc(NC(=O)C2CCN(S(=O)(=O)c3ccc(N4CCCC4=O)cc3)CC2)cc1OC	0.0	-2	1	7	5	1.1	102	5	7	2
COc1ccccc1-c1sc2ccccc2c1-c1ccccc1OC	-0.1	-10	-3	-7	-4	-0.7	100	/	0	-7
CC1Cc2cc(S(=O)(=O)N3CCN(c4ccccc4F)CC3)ccc2N1C(=O)C1CC1 (configuration not stated)	-0.2	-5	1	2	-8	0.4	98	-3	-8	-1
CC1Cc2ccccc2N1C(=O)CSc1nnc(CSc2ncccn2)n1C (configuration not stated)	-0.3	-8	2	-10	-4	4.8	98	-2	-1	-2
O=C(CSc1nc2cccc(F)c2c(=O)n1-c1ccccc1)Nc1ccc2c(c1)CCC2	-0.2	-5	-1	-5	-6	1.2	101	/	-6	17
C[C@H](c1ccccc1)N1C[C@@H](COCc2ccccc2)Oc2cc(N3CC[C@H](N(C)C)C3)ccc2S1(=O)=O	-0.1	-6	/	/	/	-0.6	99	/	-2	53
Cc1ccc(-c2c[nH]c(=S)n2-c2ccccc2F)cc1	1.0	-4	-1	-4	-7	0.4	95	-3	-7	0
CCC12CN3CCN(CC(C3)/C1=N\NC(=O)c1ccc(F)cc1)C2	-0.2	-4	0	0	0	-1.1	100	-3	-1	-1
O=C1CN(C(=O)COc2ccccc2)c2ccccc2N1	0.2	/	1	-4	5	-0.7	98	4	-1	-1
CCc1ccc(-c2nc(CN3CCC(C(=O)N4CCN(c5ccccn5)CC4)CC3)c(C)o2)cc1	3.5	-7	-3	-10	-12	0.8	95	8	-10	8

Complete entries, looked up by structure:
Shown for `COc1ccc(NC(=O)C2CCN(S(=O)(=O)c3ccc(N4CCCC4=O)cc3)CC2)cc1OC` : aDG glyco act = 0.0; CaV13 FRET inh = -2; N-glyco inh = 1; PDI inh = 7; Cardio protect = 5; iPSC survival up = 1.1; ABCB6 inh MLPCN = 102; Vif inh = 5; m5-HT2A agonist = 7; Granule exo inh = 2
Shown for `CC1Cc2cc(S(=O)(=O)N3CCN(c4ccccc4F)CC3)ccc2N1C(=O)C1CC1` (configuration not stated) : aDG glyco act = -0.2; CaV13 FRET inh = -5; N-glyco inh = 1; PDI inh = 2; Cardio protect = -8; iPSC survival up = 0.4; ABCB6 inh MLPCN = 98; Vif inh = -3; m5-HT2A agonist = -8; Granule exo inh = -1
Shown for `CSCCC(NC(=O)c1ccc(Cl)cc1)C(=O)OCC(=O)Nc1cc(Cl)ccc1C` (configuration not stated) : aDG glyco act = 0.1; CaV13 FRET inh = -3; N-glyco inh = 2; PDI inh = 11; Cardio protect = -3; iPSC survival up = 0.5; ABCB6 inh MLPCN = 99; Vif inh = 3; m5-HT2A agonist = 5; Granule exo inh = ?

The listing continues.
smiles	aDG glyco act	CaV13 FRET inh	N-glyco inh	PDI inh	Cardio protect	iPSC survival up	ABCB6 inh MLPCN	Vif inh	m5-HT2A agonist	Granule exo inh
CCOc1ccc(CCN2C(=O)CCC2(C)C(=O)NC(C)CC)cc1OCC (configuration not stated)	0.1	-7	0	9	0	4.9	100	-1	0	12
CC(C)c1ccc(CNc2nnnn2C)cc1	-0.1	-5	3	4	4	-0.8	102	0	3	-8
Cc1ccc(NC(=O)CN(C)C(=O)c2ccc(Cl)nc2)cc1	-0.1	-3	2	3	-2	-0.2	98	-10	1	6
O=C(c1ccccc1CCc1ccccc1)N1CCCC1	-0.1	-6	-1	-5	1	-0.7	95	-1	-8	-1
COc1ccc(CN(C)Cc2c(O)ccc3ccccc23)cc1	0.1	-3	-2	4	-6	0.7	91	1	-4	40
Nc1nc(N)nc(-c2cc(C(F)(F)F)ccc2Cl)n1	0.0	-5	-1	-2	1	-1.9	107	4	3	38
COc1ccc(NC(=O)c2oc3ccccc3c2C)c(OC)c1	0.1	-3	1	-3	-1	8.8	100	-5	-5	1
CN(C)c1ccc(C(=O)c2ccccc2C(=O)O)cc1[N+](=O)[O-]	-0.1	-4	0	0	0	0.6	98	-5	8	-1
Cc1ccccc1NC(=O)CSc1nnc2ccc(-c3ccccn3)nn12	0.1	-6	0	-1	1	-0.4	102	-2	3	-2
CC(C)(C)c1ccc(C(=O)O)c(C(=O)c2ccc(C(=O)O)cc2)c1	0.1	-5	1	-3	2	0.7	103	-33	-1	4
COCCNC(=S)N1CCN(Cc2ccc3c(c2)OCO3)CC1	0.0	-5	4	0	3	-0.4	96	-1	8	-10
O=c1cc(N2CCN(c3ccccc3)CC2)[nH]c(=O)n1Cc1ccc(F)cc1	-0.4	-3	1	/	9	0.5	106	/	-6	-2
CCN1CCN(C(=O)Cn2nc(-c3ccc(Cl)cc3)ccc2=O)CC1	0.0	-11	-2	-4	3	0.1	100	-5	-1	-4
Cc1ccc2c(CC(=O)Nc3ccc(N4CCN(C)CC4)cc3C)coc2c1	1.1	-5	-3	0	-4	-1.1	97	5	-8	2
COc1ccc(CCNC(=O)[C@@H](NC(=O)c2ccccc2F)C(C)C)cc1OC	0.1	-3	1	3	-2	-0.8	98	2	4	0
CN(C)CC1CCCCC1OC(=O)c1ccc(Cl)cc1 (configuration not stated)	-0.3	-16	-3	3	-2	-1.2	86	-2	-4	-2
CCn1cc(CN2CCC(C(=O)Nc3cccc(-c4cccc(OC)c4)c3)CC2)cn1	-0.2	/	1	2	-5	-0.4	97	8	-7	2
O=C(NCc1ccc(F)cc1)C1CCCN1C(=O)Nc1ccc(Cl)cc1 (configuration not stated)	0.1	-17	0	-8	-2	0.7	95	4	1	5
COc1ccccc1CN(C(=O)Cc1cccs1)C(C(=O)NC1CCCC1)c1ccncc1 (configuration not stated)	0.9	/	2	-6	0	1.8	99	0	1	0
O=C(Nc1ccc2c(c1)C(=O)NC2=O)c1ccc(Cl)s1	-0.1	-6	1	-4	6	-0.4	101	/	-1	-1

The results go on.
smiles	aDG glyco act	CaV13 FRET inh	N-glyco inh	PDI inh	Cardio protect	iPSC survival up	ABCB6 inh MLPCN	Vif inh	m5-HT2A agonist	Granule exo inh
O=C(COC(=O)CCCSc1nc2ccccc2[nH]1)Nc1cccc(F)c1	-0.1	-4	4	-2	4	0.2	100	20	-6	-5
CCOC(=O)c1sc2nc(C)nc(N3CCN(S(=O)(=O)c4ccccc4)CC3)c2c1C	0.0	-6	-4	3	-2	-2.1	95	-11	5	-12
OCc1ccccc1-c1cnc2sc(NCc3ccc(F)cc3)nn12	0.5	-6	-1	3	9	1.4	93	-5	-6	-2
COc1ccc(CC2(CO)CCN(S(=O)(=O)c3c(C)nn(C)c3Cl)CC2)cc1	-0.1	-8	-1	8	-14	1.0	97	7	1	4
O=C(CCCn1nnnc1CN1CCOCC1)N1CCC(c2ccc(F)cc2)C1 (configuration not stated)	-0.3	-6	1	5	2	1.8	101	-4	-1	-4
COc1ccc(CCN2C(=O)C3C4CC(C5C(C(N)=O)=NOC45)C3C2=O)cc1OC (configuration not stated)	-0.1	-4	2	-1	-1	-0.3	91	15	1	3
Cc1ccc(OCC(O)Cn2c3ccccc3c3ccccc32)cc1 (configuration not stated)	0.2	-5	-1	4	-19	-2.6	100	-1	-5	8
CN1c2ccsc2C(O)=C(C(=S)Nc2ccc(F)c(Cl)c2)S1(=O)=O	-0.5	-5	3	-3	-8	-2.2	103	-5	9	-2
COCCN(C(=O)CSc1nnc(-c2ccc(C)c(C)c2)o1)c1c(N)n(CC(C)C)c(=O)[nH]c1=O	0.4	-6	-1	4	2	-0.5	98	2	7	1
COc1ccc(S(=O)(=O)N2CCCC2CNC(=O)C(=O)Nc2cccc(F)c2)cc1 (configuration not stated)	0.2	-7	0	13	-6	-0.5	98	-7	-6	-14
COc1ccc2ccccc2c1/C=N/NC(=O)c1cc(C)[nH]n1	-0.1	-7	1	5	6	0.9	95	1	-1	0
CCOC(=O)c1c(CSc2ccccc2)n(C)c2cc(Br)c(O)c(CN(C)C)c12	0.2	-1	-2	9	11	0.2	96	-2	-5	73*
CC(NC(=O)c1cc(S(=O)(=O)N2CCOCC2)ccc1N1CCCC1)c1ccc(Cl)c(Cl)c1 (configuration not stated)	0.4	-3	2	3	5	0.3	97	-18	1	-4
COc1cccc(/C=N/NC(=O)CCC(=O)Nc2ccc(Br)cc2)c1	0.1	-21	0	-4	4	-0.2	94	-1	4	-8
COc1ccc(Cl)cc1NC(=O)CN(C)C(=O)c1cccc(-n2cnnn2)c1	-0.1	-6	3	-3	24	0.7	101	/	1	-6
COc1cccc(N2CCN(S(=O)(=O)c3cccc4nsnc34)CC2)c1	-0.1	-2	0	6	0	-1.6	98	/	-1	-3

High-throughput results: PubChem, several laboratories

The order is random (roughly 3.1% active in at least one column).
